ROC1-CUL1 inh: inhibitors of human ROC1-CUL1 ubiquitin ligase activity | P62877+Q13616 | in vitro K48 di-Ub FRET, acceptor:donor ratio, 45 min | inhibition, % at 10 µM | 0.6% of 140,000 active; in the data active = inhibition above about 25%
Target sequence (P62877 whole entry, looked up): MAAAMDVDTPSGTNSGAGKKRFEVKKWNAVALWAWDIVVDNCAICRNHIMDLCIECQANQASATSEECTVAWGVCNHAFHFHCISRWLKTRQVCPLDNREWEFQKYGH
Target sequence (Q13616 whole entry, looked up): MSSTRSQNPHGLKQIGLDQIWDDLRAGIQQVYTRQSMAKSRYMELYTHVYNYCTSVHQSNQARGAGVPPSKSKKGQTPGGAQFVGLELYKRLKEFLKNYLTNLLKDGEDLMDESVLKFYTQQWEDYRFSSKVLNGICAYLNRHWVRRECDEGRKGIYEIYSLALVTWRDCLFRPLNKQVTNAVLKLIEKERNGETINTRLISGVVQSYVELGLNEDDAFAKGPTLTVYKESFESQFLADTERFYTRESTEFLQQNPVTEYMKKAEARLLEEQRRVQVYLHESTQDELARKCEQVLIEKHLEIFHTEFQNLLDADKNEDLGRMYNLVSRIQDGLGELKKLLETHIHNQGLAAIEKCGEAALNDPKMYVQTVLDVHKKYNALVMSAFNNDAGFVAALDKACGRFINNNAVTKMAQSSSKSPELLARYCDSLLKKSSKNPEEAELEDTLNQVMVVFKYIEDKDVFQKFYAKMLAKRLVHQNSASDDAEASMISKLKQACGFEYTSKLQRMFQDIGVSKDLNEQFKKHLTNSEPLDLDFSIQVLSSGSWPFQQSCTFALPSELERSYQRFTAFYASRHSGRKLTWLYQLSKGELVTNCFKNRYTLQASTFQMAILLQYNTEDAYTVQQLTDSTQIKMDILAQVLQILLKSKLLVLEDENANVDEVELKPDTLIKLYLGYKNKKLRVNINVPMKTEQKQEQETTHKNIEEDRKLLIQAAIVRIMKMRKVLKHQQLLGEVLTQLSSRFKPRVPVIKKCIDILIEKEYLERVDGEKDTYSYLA
Active calls of the source: *.

COc1ccc(OC)c(CNC(=O)Cc2ccc(NC(=O)N3CCCCc4ccccc43)cc2)c1
  ROC1-CUL1 inh: -2
C=C(C)CN1C(=O)C(C=Nc2ccc(Cl)cc2Cl)C(=O)N(C)C1=S (configuration not stated)
  ROC1-CUL1 inh: 5
Cc1nc(SCC(=O)Nc2ccc(F)c(Cl)c2)c2c3c(sc2n1)CCCC3
  ROC1-CUL1 inh: 2
Cc1cccc(NC(=S)NC(=O)CCc2ccccc2)c1C
  ROC1-CUL1 inh: -9
NC(=S)N/N=C(/c1ccc(C(F)(F)F)cc1)c1ccccn1
  ROC1-CUL1 inh: 12
Cc1ccc(Cl)cc1-n1nnc(-c2nsc(NC(=O)c3ccccc3Cl)n2)c1C
  ROC1-CUL1 inh: -4
Cc1ccc(C)c(NC(=O)NCc2ccc3c(c2)CCN3C(=O)c2ccccc2)c1
  ROC1-CUL1 inh: -4
CCN(CC)S(=O)(=O)c1ccc(NC(=O)Nc2ccc(Cl)cc2)cc1
  ROC1-CUL1 inh: -6
O=C1CN(C(=O)C2CCN(c3nc(-c4ccccc4)nc4c3CCC4)CC2)CCN1
  ROC1-CUL1 inh: 8
COC(=O)CN1C(=O)CSc2ccc(S(=O)(=O)Nc3ccccc3)cc21
  ROC1-CUL1 inh: -6
CCOC(=O)c1ccc(Nc2cc(-c3ccccc3)nc(-c3ccccc3)n2)cc1
  ROC1-CUL1 inh: 0
COC(=O)c1cc[n+](CC(=O)c2ccccc2)cc1
  ROC1-CUL1 inh: -2
CCOc1ccc(N2CC(c3nc4ccccc4n3CCCOc3ccc(OC)cc3)CC2=O)cc1 (configuration not stated)
  ROC1-CUL1 inh: 4
CCC1C(=O)NCCN1Cc1ccc2c(c1)CN(Cc1ccc(OC)c(C)c1)CCO2 (configuration not stated)
  ROC1-CUL1 inh: 4
Cc1ccc(COc2ccc(CC3=NC(=O)N(Cc4ccccc4)C3=O)cc2)cc1
  ROC1-CUL1 inh: 2

Cc1c(/C=C2/C(=N)N3C(c4ccccc4)=CSC3=NC2=O)c(Cl)nn1-c1ccccc1
  ROC1-CUL1 inh: 0
CCCCN=C1N/C(=C\c2ccccc2)C(=O)N1c1ccc(C)cc1
  ROC1-CUL1 inh: 11
CCn1c(=O)c2cc(C(=O)N(C)c3cc(Cl)c(OC)cc3OC)sc2c2ccccc21
  ROC1-CUL1 inh: -9
Cc1cccc(-n2cnc(C(=O)N3CCc4[nH]nc(CC5CCCC5)c4C3)c2)n1
  ROC1-CUL1 inh: 0
CCCCS/C=C1\CC[C@H]2C(C)(C)CCC[C@]2(C)C1=O
  ROC1-CUL1 inh: 6
CCc1ccc(C(=O)N2CCN(S(=O)(=O)c3ccccc3)CC2)cc1
  ROC1-CUL1 inh: 5
COc1ccccc1-c1cc(C(F)(F)F)nc(S(=O)(=O)CCCC(=O)Nc2ccc(F)c(Cl)c2)n1
  ROC1-CUL1 inh: 2
COc1cc(NC(=O)CCc2c(C)nn(-c3ccc(N4CCOCC4)nn3)c2C)cc(OC)c1OC
  ROC1-CUL1 inh: -3
COc1ccc(CNCc2ccsc2)cc1OCC(O)CN1CCCC1 (configuration not stated)
  ROC1-CUL1 inh: 13
CCN(CC)C(=O)C1CCN(c2nc3nonc3nc2NC2CC2)CC1
  ROC1-CUL1 inh: 0
O=S(=O)(c1ccc(Cl)nc1)N1CCc2ccccc21
  ROC1-CUL1 inh: 3
Cc1ccccc1C1SCCCS1
  ROC1-CUL1 inh: 1
CN1C(=O)CC(CC(=O)N2CCN(c3ccccc3F)CC2)(c2ccc(-c3ccccc3)cc2)C1=O (configuration not stated)
  ROC1-CUL1 inh: -3
CCNC(=O)c1ccc(C2CCCN2Cc2cccn2-c2nccs2)s1 (configuration not stated)
  ROC1-CUL1 inh: -1
Cc1ccc(-n2nnnc2-c2cnc(N)nc2-c2ccc(F)cc2)cc1
  ROC1-CUL1 inh: 2

Gathered by group: the compounds so far containing a carbonyl joined to an NH by a bond outside any ring (9)
COc1ccc(OC)c(CNC(=O)Cc2ccc(NC(=O)N3CCCCc4ccccc43)cc2)c1
  ROC1-CUL1 inh: -2
Cc1nc(SCC(=O)Nc2ccc(F)c(Cl)c2)c2c3c(sc2n1)CCCC3
  ROC1-CUL1 inh: 2
Cc1cccc(NC(=S)NC(=O)CCc2ccccc2)c1C
  ROC1-CUL1 inh: -9
Cc1ccc(Cl)cc1-n1nnc(-c2nsc(NC(=O)c3ccccc3Cl)n2)c1C
  ROC1-CUL1 inh: -4
Cc1ccc(C)c(NC(=O)NCc2ccc3c(c2)CCN3C(=O)c2ccccc2)c1
  ROC1-CUL1 inh: -4
CCN(CC)S(=O)(=O)c1ccc(NC(=O)Nc2ccc(Cl)cc2)cc1
  ROC1-CUL1 inh: -6
COc1ccccc1-c1cc(C(F)(F)F)nc(S(=O)(=O)CCCC(=O)Nc2ccc(F)c(Cl)c2)n1
  ROC1-CUL1 inh: 2
COc1cc(NC(=O)CCc2c(C)nn(-c3ccc(N4CCOCC4)nn3)c2C)cc(OC)c1OC
  ROC1-CUL1 inh: -3
CCNC(=O)c1ccc(C2CCCN2Cc2cccn2-c2nccs2)s1 (configuration not stated)
  ROC1-CUL1 inh: -1

Additional structures follow.
O=C(O)CC1C(=O)NC(=O)N1Cc1ccccc1 (configuration not stated)
  ROC1-CUL1 inh: 1
Cc1ccc2[nH]cc(C3CCCCC3=O)c2c1 (configuration not stated)
  ROC1-CUL1 inh: -2
c1ccc(-c2cc3c(N4CCCCCC4)ncnc3s2)cc1
  ROC1-CUL1 inh: 6
CCn1cc(CNC(=O)COc2ccc(Cl)cc2Cl)cn1
  ROC1-CUL1 inh: 2
O=C(CSc1ncccn1)N1CCN(c2ccc(Cl)cc2)CC1
  ROC1-CUL1 inh: -2
COc1cc(/C=c2/sc3nc4ccccc4n3c2=O)c(Br)cc1OCc1ccccc1
  ROC1-CUL1 inh: 3
COc1ccc(C2CC(=O)Nc3cc4c(cc32)OCO4)c(OC)c1 (configuration not stated)
  ROC1-CUL1 inh: -5
CCOc1c(Cl)cc(C=C2C(=O)c3ccccc3C2=O)cc1OC
  ROC1-CUL1 inh: -4
O=C(CSc1ncccn1)n1c2c(c3ccccc31)CCCC2
  ROC1-CUL1 inh: 2
CN(C)c1cnn(CC(=O)Nc2cccc3c4c(oc23)CCCC4)c(=O)c1
  ROC1-CUL1 inh: 9
CCN(CC)C(=O)C(=NC(=O)c1ccccc1)C(Sc1ccccn1)c1ccccc1 (configuration not stated)
  ROC1-CUL1 inh: -8
Cc1nc(-c2ccc(S(=O)(=O)NCc3ccc(OC(C)C)cc3)cc2)co1
  ROC1-CUL1 inh: -8
COc1ccc(N(Cc2cccs2)C(=O)Nc2cccc(Cl)c2)cc1
  ROC1-CUL1 inh: -8
CC(=O)Nc1ccc(C(=O)/C=C/c2cc3c(cc2Br)OCO3)cc1
  ROC1-CUL1 inh: 7
Cc1noc(-c2nn(C)c(C)c2[N+](=O)[O-])c1[N+](=O)[O-]
  ROC1-CUL1 inh: 2

CC(=O)N1CCc2c(sc3c2c(=O)n(Cc2ccccc2)c(=O)n3CC(=O)Nc2ccc(C)c(F)c2)C1
  ROC1-CUL1 inh: 1
CCOc1cc(C2c3c(n[nH]c3-c3cc(C)sc3C)OC(=N)C2C#N)cc(Br)c1O (configuration not stated)
  ROC1-CUL1 inh: 3
Cn1c(C(=O)NCc2ccc(F)cc2)cc2cc(S(=O)(=O)N3CCCCC3)ccc21
  ROC1-CUL1 inh: -15
O=C(Nc1ccc2c(c1)NC1(c3ccccc3)c3cc(NC(=O)c4ccccc4)ccc3NC21c1ccccc1)c1ccccc1 (configuration not stated)
  ROC1-CUL1 inh: 15
Cc1ccc(-c2csc3nc(SCC(=O)Nc4ccccc4F)n(-c4ccccc4)c(=O)c23)cc1C
  ROC1-CUL1 inh: 11
O=C(Cc1c[nH]c2ccccc12)NCCNC(=O)Cc1c[nH]c2ccccc12
  ROC1-CUL1 inh: 5
COc1cccc(NC(=O)C2C(C)=NC(=S)NC2c2cccc(OC)c2)c1 (configuration not stated)
  ROC1-CUL1 inh: 4
CCOc1ccc2nc3cc(NC(=O)c4ccco4)ccc3c(N)c2c1
  ROC1-CUL1 inh: 97*
Cc1ncc2c(c1-c1noc(-c3ccc[nH]3)n1)CCN(CC1CCOCC1)C2
  ROC1-CUL1 inh: 9
CCc1cccc(C)c1NC(=O)Cn1cnc2c1c(=O)n(C)c(=O)n2C
  ROC1-CUL1 inh: 4
O=c1c2c3c(sc2[nH]c(=S)n1-c1ccc(Cl)cc1)CCC3
  ROC1-CUL1 inh: -2
CCOc1ccccc1NC(=O)CN1C(=O)C2(SCC(=O)N2c2cccc(F)c2)c2ccccc21 (configuration not stated)
  ROC1-CUL1 inh: 6
Cc1ccc(Nc2c(-c3ccc(C)s3)nc3ncccn23)cc1
  ROC1-CUL1 inh: 1
COc1ccc(-c2nc(SC(C)C)cc(N3CCN(C)CC3)n2)cc1
  ROC1-CUL1 inh: 4
CCOc1ccc(NC(=O)CS(=O)(=O)Cc2ccccc2)cc1
  ROC1-CUL1 inh: -3

Cn1cnc(S(=O)(=O)N2CCCC(C(=O)Nc3ccc(OC(F)(F)F)cc3)C2)c1 (configuration not stated)
  ROC1-CUL1 inh: 2
O=C(CSc1nc2ccccc2s1)NN=C1CCCC1
  ROC1-CUL1 inh: -1
O=C(NCCc1cscn1)c1ccc2nc(C3CC3)oc2c1
  ROC1-CUL1 inh: 3
CCc1ccc2c(c1)C(c1ccccc1)C(=O)O2 (configuration not stated)
  ROC1-CUL1 inh: -6
O=C(Cn1nnc2sc(-c3ccccc3)cc2c1=O)Nc1cccc(C(F)(F)F)c1
  ROC1-CUL1 inh: -14
CC(=O)c1ccc(NCn2[nH]c(-c3ccccc3)nc2=S)cc1
  ROC1-CUL1 inh: 0
CC(NS(=O)(=O)c1cccc(Cl)c1)C(=O)Nc1cccc(-c2nc3ccccc3s2)c1 (configuration not stated)
  ROC1-CUL1 inh: 2
Cc1ccc(Nc2nc(C(F)(F)F)c(-c3ccc(Cl)cc3)s2)c(C)c1
  ROC1-CUL1 inh: -9
Cc1ccc2c(c1)C(=O)C(=O)N2CN1CCCCC1
  ROC1-CUL1 inh: -11
COc1ccc(S(=O)(=O)Nc2cccc(-c3ccc(N4CCCC4)nn3)c2)cc1F
  ROC1-CUL1 inh: -8
CC(C)N(C(=O)Cn1cc(S(=O)(=O)Cc2ccc(Br)cc2)c2ccccc21)C(C)C
  ROC1-CUL1 inh: -3
COc1ccccc1Cn1nnc(C(=O)c2ccccc2)c1C(=O)c1ccccc1
  ROC1-CUL1 inh: -2
N#Cc1cn(-c2ccccc2)c(-c2ccccc2)n1
  ROC1-CUL1 inh: -2
O=c1[nH]n(-c2ncnc3sc4c(c23)CCCC4)c(=O)c2ccccc12
  ROC1-CUL1 inh: 7
Cc1nc(N2CCCC2)ncc1C(=O)N1CCN(c2ccccc2F)CC1
  ROC1-CUL1 inh: -4

CCOc1ccc2nc3sc(C(=O)Nc4ccc(F)cc4)c(N)c3cc2c1
  ROC1-CUL1 inh: -4
CC(C)(CO)NCc1cccc(OCc2ccc(Cl)cc2)c1
  ROC1-CUL1 inh: 9
CC1CCN(Cc2c(O)ccc3c(=O)c(Oc4ccc5ccccc5c4)c(C(F)(F)F)oc23)CC1
  ROC1-CUL1 inh: 3
Cc1ccc(NC(=O)CSc2nnc(NC(=O)COc3ccccc3)s2)cc1Cl
  ROC1-CUL1 inh: -14
O=S1(=O)c2ccccc2N(Cc2cccc(F)c2)c2ccccc21
  ROC1-CUL1 inh: -3
N#Cc1ccc(-c2ccc3c(c2)OCO3)nc1SCC(=O)Nc1ccc(F)cc1Br
  ROC1-CUL1 inh: -1
Fc1ccc(CN2CCOc3ccc(CN4CCC(Oc5cccnc5)CC4)cc3C2)cc1F
  ROC1-CUL1 inh: 5
O=C1CCN(C(=O)CC(c2ccccc2)c2ccc(Cl)cc2)CCN1 (configuration not stated)
  ROC1-CUL1 inh: 0
COc1cc(NC(=O)N2CCN(c3cc(-c4noc(C)n4)ccc3C)CC2)cc(OC)c1OC
  ROC1-CUL1 inh: 4
Cc1ccc(C(=O)N2CCN(c3ccccc3C)CC2)cc1
  ROC1-CUL1 inh: 7
CCOC(=O)c1cc(-c2ccccc2)sc1NC(=O)CCN1CCOCC1
  ROC1-CUL1 inh: -4
Cc1cc2c(c(=O)o1)C(c1ccc(Cl)c([N+](=O)[O-])c1)C(C#N)C(=N)O2 (configuration not stated)
  ROC1-CUL1 inh: -6
CC(C)c1nnc(NC(=O)C2c3ccccc3Oc3ccccc32)s1
  ROC1-CUL1 inh: 5
O=C(COc1ccccc1F)Nc1ccc(Cl)c(-c2nc3ccccc3[nH]2)c1
  ROC1-CUL1 inh: 2
CCOc1ccc(NC(=O)N(Cc2c[nH]c3ccccc23)C2CCCCC2)cc1
  ROC1-CUL1 inh: -11

COc1ccc(N2CCN(C(=O)CSc3n[nH]c(-c4ccccc4)n3)CC2)cc1
  ROC1-CUL1 inh: 4
CC1CCN(S(=O)(=O)c2cccc3c2C(=O)c2ccccc2C3=O)CC1
  ROC1-CUL1 inh: 2
Cc1ccc(C2c3[nH]c4ccccc4c3CCN2C(=O)CCc2ccccc2)cc1 (configuration not stated)
  ROC1-CUL1 inh: 3
CCN1C(=O)C2(c3ccccc31)c1c(oc3ccccc3c1=O)C(=O)N2CCOC (configuration not stated)
  ROC1-CUL1 inh: -3
Cc1cc(-n2ccnc(NCCc3ccc(S(N)(=O)=O)cc3)c2=O)ccc1Br
  ROC1-CUL1 inh: -6
Cc1nn(CC(=O)NC(C)c2ccccc2)c(=O)c2cc3occc3n12 (configuration not stated)
  ROC1-CUL1 inh: 11
Cc1ccc(N2CCN(S(=O)(=O)c3ccccc3)CC2)c(C)c1
  ROC1-CUL1 inh: 1
CCc1nn(-c2cc(Oc3ccc(C)c(C)c3)nc(SC)n2)c(N)c1C#N
  ROC1-CUL1 inh: 3
CCCCOc1cccc(C(=O)NC(C)CC)c1 (configuration not stated)
  ROC1-CUL1 inh: 5
CC(C)CC1NC(=S)N(C2CCCCC2)C1=O (configuration not stated)
  ROC1-CUL1 inh: 8
COc1cccc(C(=O)Nc2cccc(N3CCCC3)c2)c1
  ROC1-CUL1 inh: 0
CCCCNC(=O)c1cc(-c2ccc(Cl)c(Cl)c2)on1
  ROC1-CUL1 inh: 5
C=CCn1c(SCc2ccc(Br)cc2)nc2sc3c(c2c1=O)CCC3
  ROC1-CUL1 inh: 0
CCNS(=O)(=O)Cc1ccc(Br)cc1
  ROC1-CUL1 inh: -1

Assay outcomes from PubChem.

Some of the compounds tested; the hit share may differ from the screen's.
